SENP8 block-1: inhibitors of human SENP8 protease; AID 2540; actives 1.2% (n = 330,000); Q96LD8; inhibition, % at 10 µM; purified SENP8, Z-RLRGG-aminoluciferin cleavage, luminescence; in the data active means inhibition above about 50%
SENP8 block-2: inhibitors of human SENP8 protease; recombinant SENP8, Nedd8 substrate fluorescence; actives 0.64% (n = 360,000); AID 602440; Q96LD8; inhibition, % at 20 µM; in the data active means inhibition mostly above about 40%, no sharp cut-off; inactive means mostly below about 27%
SENP6 inh: blocks the human protease SENP6 | Q9GZR1 | Recombinant SENP6 catalytic domain, aminoluciferin luminescence | inhibition, % at 10 µM | actives 1.8% (n = 330,000);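 active means inhibition above about 50% at the single tested dose, limit read from the data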;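 further: plate controls were DMSO wells with enzyme for no effect and DMSO wells lacking enzyme for full effect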
NLRP3 yeast inh: blocks the NALP3 inflammasome reconstituted in yeast | Yeast reconstituted NLRP3/ASC/caspase-1, beta-gal luminescence, 24 h | AID 2825 | actives 0.39% (n = 330,000) | inhibition, % at 10 µM;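 active means inhibition of 50% or more; inactive means inhibition below 50%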;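 further: plate controls were induced DMSO wells for no effect and uninduced yeast grown without galactose for full effect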
SENP7 inh: inhibitors of human SENP7 protease; Q9BQF6; recombinant SENP7, Z-RLRGG-aminoluciferin luminescence, 40 min; inhibition, % at 5 µM; actives 1.5% (n = 330,000);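 active means inhibition above about 50% at the single test dose, limit read from the data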;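 further: plate controls were DMSO with enzyme for no effect and no enzyme buffer wells for full effect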
Apaf1 inhib: inhibitors of human Apaf-1 apoptosome | AID 489030 | actives 0.71% (n = 330,000) | inhibition, % at 20 µM | reconstituted apoptosome caspase-3 activity, DEVD-Rh110 fluorescence; active means inhibition of at least 40% at 20 µM;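 further: plate controls were DMSO wells for no effect and DEVD-CHO caspase inhibitor wells for full effect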
Target sequence (O14727 whole entry, looked up): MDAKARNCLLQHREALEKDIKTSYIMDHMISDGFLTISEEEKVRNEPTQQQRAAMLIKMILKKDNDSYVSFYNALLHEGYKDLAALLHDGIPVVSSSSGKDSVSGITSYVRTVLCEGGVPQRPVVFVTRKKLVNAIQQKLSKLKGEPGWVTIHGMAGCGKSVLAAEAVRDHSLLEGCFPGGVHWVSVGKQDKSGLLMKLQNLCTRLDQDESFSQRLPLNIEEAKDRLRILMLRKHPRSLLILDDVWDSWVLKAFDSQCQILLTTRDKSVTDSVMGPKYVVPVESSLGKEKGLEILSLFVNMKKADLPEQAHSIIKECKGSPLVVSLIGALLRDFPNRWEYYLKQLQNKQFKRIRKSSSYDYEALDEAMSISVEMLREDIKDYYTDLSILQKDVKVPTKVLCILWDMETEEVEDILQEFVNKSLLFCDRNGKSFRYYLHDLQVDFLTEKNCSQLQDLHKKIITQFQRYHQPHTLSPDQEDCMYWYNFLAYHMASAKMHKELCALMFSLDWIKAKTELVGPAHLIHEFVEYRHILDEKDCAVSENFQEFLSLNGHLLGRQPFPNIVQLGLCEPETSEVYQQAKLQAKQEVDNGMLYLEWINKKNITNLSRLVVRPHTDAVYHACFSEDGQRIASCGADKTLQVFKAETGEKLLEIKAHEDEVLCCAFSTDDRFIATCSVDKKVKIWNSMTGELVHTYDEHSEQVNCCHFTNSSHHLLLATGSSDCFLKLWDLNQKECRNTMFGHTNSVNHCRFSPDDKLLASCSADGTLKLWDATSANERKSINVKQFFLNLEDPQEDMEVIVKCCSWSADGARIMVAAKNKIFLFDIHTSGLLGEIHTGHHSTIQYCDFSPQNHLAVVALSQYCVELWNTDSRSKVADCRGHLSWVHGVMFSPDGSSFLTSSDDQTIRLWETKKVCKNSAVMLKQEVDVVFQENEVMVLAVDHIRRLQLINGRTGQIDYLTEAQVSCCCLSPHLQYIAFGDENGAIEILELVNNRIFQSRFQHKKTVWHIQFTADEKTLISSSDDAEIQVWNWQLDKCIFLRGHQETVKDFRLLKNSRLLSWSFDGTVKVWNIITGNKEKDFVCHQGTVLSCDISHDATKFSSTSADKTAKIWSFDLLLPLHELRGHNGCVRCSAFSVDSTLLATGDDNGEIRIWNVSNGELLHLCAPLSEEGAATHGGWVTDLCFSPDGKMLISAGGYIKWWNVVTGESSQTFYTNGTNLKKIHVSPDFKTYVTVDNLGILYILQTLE
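System: reconstituted apoptosome with Apaf-1, cytochrome c, caspase-9, procaspase-3, dATP; Signal: Rh110 fluorescence intensity; Schedule: 30 min compound preincubation, 50 min activation, room temperature; Reagent: cytochrome c trigger plus (Z-DEVD)2-Rh110 caspase-3 substrate.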
PfG6PD inh: PfG6PD (Plasmodium falciparum) enzyme inhibition; PfGluPho enzyme, NADPH resazurin-diaphorase fluorescence; inhibition, % at 20 µM; actives 0.78% (n = 350,000); AID 504690;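 active means inhibition reaching at least a set limit at 20 µM in the primary screen, cut at about 59% in these data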;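 further: 0% = DMSO wells with substrate and 100% = DMSO wells lacking glucose-6-phosphate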
SENP1 FRET inh: SENP1 (human) catalytic domain inhibition. actives 0.21% (n = 360,000). recombinant SENP1 catalytic domain, CyPet-SUMO1-YPet FRET cleavage. inhibition, % at 10 µM. Q9P0U3;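 active means inhibition at least 30% at 10 µM, raw YFP signal under a set limit, fluorescence ratio 0.5 to 1.5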;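 further: 0% = enzyme with DMSO and 100% = no enzyme wells; some results filed as inactive read as strong as hits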
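material = recombinant human SENP1 catalytic domain, His6-tagged | quantity = 20 pM enzyme | reagent = 25 nM SUMO1 FRET substrate | compound dosing = 10 µM single point, 0.5% DMSO | timing = 50 min enzyme reaction, room temperature, light-protected | detection = FRET, CFP and YFP emission | control set = no-enzyme low, enzyme-DMSO high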
HKDC1 inhibitor: inhibitors of human hexokinase HKDC1 | actives 0.16% (n = 340,000) | recombinant HKDC1, G6PDH/diaphorase resazurin coupled fluorescence | inhibition, % at 20 µM;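 active means inhibition above about 35% when tested at 20 µM, limit read from the data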;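 further: plate controls were DMSO wells with enzyme for no effect and DMSO wells lacking enzyme for full effect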
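Assay system – recombinant HKDC1 (HK5) hexokinase enzyme, produced in-house · Input – HKDC1 at 5 µg/mL · Reagent – glucose plus 1 mM ATP as hexokinase substrates · Timing – 90 min reaction incubation at room temperature, dark · Measured by – G6PDH/diaphorase-coupled fluorescence, 1 mM NADP, 100 µM resazurin, 525/613 nm · Benchmarks – DMSO-enzyme wells negative, buffer-substituted wells positive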
Active calls of the source: *; i = inactive; x = no result given. Outcome played no part in choosing rows. About 4.1% of those tested had a hit in this group.

item	smiles	SENP8 block-1	SENP8 block-2	SENP6 inh	NLRP3 yeast inh	SENP7 inh	Apaf1 inhib	PfG6PD inh	SENP1 FRET inh	HKDC1 inhibitor
1	CCC(=O)c1ccc(OCCn2cncn2)cc1	3	9	0	7	1	-8	-5	3	-3
2	Cc1cc2c(C)nc(Cc3ccccc3)nc2o1	-8	1	-13	14	2	1	-17	1	4
3	COC(=O)c1c(NC(=O)C(=O)NCCCN2CCOCC2)sc2c1CC(C)(C)OC2	1	-24	-5	-12	-15	8	-11	-1	-1
4	O=C(Nc1ccccc1)OCCNC(=O)c1cccc(Br)c1	4	23	-21	20	6	12	4	0	-2
5	C=CCn1c(=NC(=O)c2ccco2)sc2cc(C(=O)OCC)ccc21	-4	-392	-5	14	-12	11	20	-10	-11
6	CC(=O)n1cc(/C=N/NC(=O)c2ccc([N+](=O)[O-])cc2)c2ccccc21	-3	18	-20	14	2	11	17	3	0
7	N#CCC(=O)NN=C1CCCCCCCCCCC1	-4	0	-9	9	16	-13	-11	5	-12
8	CC1CCN(c2nnc(N)s2)CC1	x	3	x	x	x	x	7	2	0
9	Nc1cc(-c2ccccc2)ccc1O	-11	-126	5	32	-12	3	40	-1	6
10	COc1ccc(C(C)=O)cc1COC(=O)C1CCN(C(=O)c2ccc(Cl)cc2)CC1	3	8	-2	6	1	16	13	0	-3
11	Nc1ncnc2c1ncn2[C@@H]1O[C@H](CNC(=O)[C@@H](N)COCc2ccccc2)[C@@H](O)[C@H]1O	x	14	x	x	9	1	-15	2	7
12	O=[N+]([O-])c1cc(-c2nnc(N3CCOCC3)c3ccccc23)ccc1N1CCOCC1	-9	20	-16	3	-10	6	-5	2	19
13	O=C(NC1=NCCS1)c1ccc(Br)s1	-17	9	1	16	2	-16	12	1	-10
14	O=C(NCCCN1CCOCC1)c1ccc(N2CCCC2)c([N+](=O)[O-])c1	1	9	-10	18	-3	-2	5	1	-1
15	N#Cc1c(-c2ccco2)cc(C2CC2)nc1N	-3	-297	-22	10	5	-10	12	-30	-8
16	O=C(C(=O)N1CCc2ccccc2C1)c1cn(CC(=O)N2CCOCC2)c2ccccc12	3	11	-10	11	2	-11	12	-1	-10
17	COc1ccccc1/C=C/C(=O)c1ccc(Cl)cc1	-5	10	45	-15	0	0	27	-1	4
18	NC(=O)c1ccccc1NC(=O)c1ccc2c(c1)OCO2	57*	-11	70*	23	70*	6	-11	-2	1
19	O=C(c1c(F)cccc1Cl)N1CCN(c2ccccn2)CC1	-2	-2	-12	14	-5	11	-5	-3	1
20	Cc1c(NC(=O)Nc2ccc3c(c2)OCO3)cccc1[N+](=O)[O-]	-18	4	-4	16	-12	7	44	2	3

Part of the list above in another layout:
1) CCC(=O)c1ccc(OCCn2cncn2)cc1
  SENP8 block-1 = 3; SENP8 block-2 = 9; SENP6 inh = 0; NLRP3 yeast inh = 7; SENP7 inh = 1; Apaf1 inhib = -8; PfG6PD inh = -5; SENP1 FRET inh = 3; HKDC1 inhibitor = -3

6) CC(=O)n1cc(/C=N/NC(=O)c2ccc([N+](=O)[O-])cc2)c2ccccc21
  SENP8 block-1 = -3; SENP8 block-2 = 18; SENP6 inh = -20; NLRP3 yeast inh = 14; SENP7 inh = 2; Apaf1 inhib = 11; PfG6PD inh = 17; SENP1 FRET inh = 3; HKDC1 inhibitor = 0

Part of the list above, showing only SENP8 block-1, SENP1 FRET inh and SENP8 block-2.
No.	Structure	SENP8 block-1	SENP1 FRET inh	SENP8 block-2
18	NC(=O)c1ccccc1NC(=O)c1ccc2c(c1)OCO2	57*	-2	-11
19	O=C(c1c(F)cccc1Cl)N1CCN(c2ccccn2)CC1	-2	-3	-2
20	Cc1c(NC(=O)Nc2ccc3c(c2)OCO3)cccc1[N+](=O)[O-]	-18	2	4

Back to the main list; the seven compounds before the break are reprinted first.
item	smiles	SENP8 block-1	SENP8 block-2	SENP6 inh	NLRP3 yeast inh	SENP7 inh	Apaf1 inhib	PfG6PD inh	SENP1 FRET inh	HKDC1 inhibitor
14	O=C(NCCCN1CCOCC1)c1ccc(N2CCCC2)c([N+](=O)[O-])c1	1	9	-10	18	-3	-2	5	1	-1
15	N#Cc1c(-c2ccco2)cc(C2CC2)nc1N	-3	-297	-22	10	5	-10	12	-30	-8
16	O=C(C(=O)N1CCc2ccccc2C1)c1cn(CC(=O)N2CCOCC2)c2ccccc12	3	11	-10	11	2	-11	12	-1	-10
17	COc1ccccc1/C=C/C(=O)c1ccc(Cl)cc1	-5	10	45	-15	0	0	27	-1	4
18	NC(=O)c1ccccc1NC(=O)c1ccc2c(c1)OCO2	57*	-11	70*	23	70*	6	-11	-2	1
19	O=C(c1c(F)cccc1Cl)N1CCN(c2ccccn2)CC1	-2	-2	-12	14	-5	11	-5	-3	1
20	Cc1c(NC(=O)Nc2ccc3c(c2)OCO3)cccc1[N+](=O)[O-]	-18	4	-4	16	-12	7	44	2	3
21	Cc1cc2nc(CSc3ccc(Cl)cc3)cc(=O)n2[nH]1	-2	5	-4	9	3	1	8	0	4
22	O=C1CN(/N=C/c2ccc([N+](=O)[O-])o2)C(=O)N1	-13	28	-20	14	-2	15	4	-64	-6
23	O=C(NCCc1csc(-c2ccc(Cl)cc2)n1)c1ccco1	-12	-2	-1	3	13	11	7	0	-2
24	N#CN(Cc1ccccc1)Cc1ccccc1	-8	16	-29	3	-6	-14	3	2	-4
25	Cn1c(SCC(=O)NCc2ccccc2)nnc1C1CC1	-1	16	2	5	10	4	-13	-1	-7
26	CCC(C)Sc1nc(O)c(Cc2ccccc2)c(=O)[nH]1 (stereo not given)	9	16	-2	-11	1	8	-8	-4	0
27	O=C(NCCc1ccc(Cl)cc1)c1cc(-c2ccncc2)nc2ccccc12	-2	19	-14	2	1	-6	2	3	-10
28	NNC(=O)c1nc[nH]c1C(=O)Nc1ccccc1[N+](=O)[O-]	2	5	23	4	1	14	0	1	-6
29	O=C(C1CCCO1)N1CCN(c2c3c(nc4cc(-c5ccc(F)cc5)nn24)CCC3)CC1 (stereo not given)	5	-275	4	10	3	6	-1	-7	-4
30	O=C(c1cc2c(s1)-c1ccccc1S(=O)(=O)C2)N1CCCC1	-7	3	6	-13	7	1	7	-16	-4
31	COC(=O)c1sccc1NC(=O)CC1C(=O)NCCN1C(=O)c1ccccc1 (stereo not given)	-2	10	-9	7	-11	10	-3	-2	-6
32	CCOC(=O)N1CCc2c(sc3nc[nH]c(=O)c23)C1	-7	-30	-22	12	0	-1	2	-4	0
33	C#CCN1C(=O)C2C(C(=O)NC)C3C=CC2(O3)C1C(=O)NCc1ccc(OC)cc1 (stereo not given)	1	25	7	5	7	-5	-19	3	-3
34	COc1ccc2ccccc2c1/C=N/NC(=O)c1cccc([N+](=O)[O-])c1	1	24	9	18	4	11	0	2	-1
35	C#CCN(CC=C)C(=O)C1CCC(=O)N(CCCc2ccccc2)C1 (stereo not given)	-6	11	-2	11	8	-3	23	0	-6
36	C=CC[C@H](CC(=O)N[C@H](CO)Cc1ccccc1)C(=O)N[C@@H](COC(=O)[C@@H](CC=C)CC(=O)OC(C)(C)C)Cc1c[nH]c2ccccc12	2	17	6	32	-2	15	15	1	6
37	CCO[C@H]1OC(C(=O)N2CCN(C)CC2)=C[C@@H](C(C)(C)C)[C@@H]1CCCO	-12	9	-8	10	-17	9	-7	0	0
38	COc1ccccc1NS(=O)(=O)c1cc(NC(=O)c2ccc(Cl)nc2)ccc1N1CCCC1	9	0	9	0	-4	4	72*	5	-4
39	Cc1ccc(Cc2nnc(SCC(=O)Nc3ccccc3)n(N)c2=O)cc1	4	15	0	9	-3	0	0	1	-2
40	O=C(CCN1CCOCC1)NNC(=O)c1ccc(Cl)c([N+](=O)[O-])c1	8	12	-9	2	3	-5	2	3	-1
41	Cc1ccc(NC(=O)CSc2nnc(CNC(=O)C34CC5CC(CC(C5)C3)C4)n2-c2ccc(F)cc2)cc1	-2	19	-5	12	2	11	-4	4	-4
42	Cc1n[nH]c(=O)c2c(NC(=O)CSc3nncs3)oc(C)c12	-7	5	-10	8	-14	5	-6	-5	-5
43	CCOC(=O)Nc1nnc(-c2ccc(OC)c(OC)c2)s1	-3	i	4	21	8	-13	-13	-1	-3
44	Clc1cc(Br)ccc1OCCOCCN1CCOCC1	-3	12	1	14	0	-3	1	1	5
45	CC(=O)NNc1ncnc2c1cnn2-c1ccc(C)cc1	-5	-10	-8	6	5	1	7	-2	-2
46	CCOCCCNC(=O)C1CCC(CNS(=O)(=O)c2ccc(Cl)cc2)CC1 (stereo not given)	4	10	-23	-1	2	-10	-11	-1	-1
47	CCCc1c(C(=O)Nc2cc(C(C)(C)C)on2)cnn1-c1ccccc1	-1	8	-22	-1	0	-10	-7	2	-6
48	CCOc1ccccc1NC(=O)CC1Nc2cc(C)c(C)cc2NC1=O (stereo not given)	4	-152	5	14	-5	-5	-7	-32	6
49	O=c1cc(Nc2ccc3c(c2)OCCO3)[nH]c(=O)n1-c1ccc(Br)cc1	4	4	-11	12	-4	-2	-12	2	-2

Assay outcomes deposited in PubChem by Sanford-Burnham Center for Chemical Genomics.
